TSHR antag: blocks TSH signaling through the human TSH receptor; P16473; TSHR-expressing cells, TSH-stimulated cAMP HTRF, 2 h; active compounds read low; activity change, negative = inhibition, % at 11.5 µM; 330,000 tested, 0.2% active;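 active means activity change below a set negative limit, meaning inhibition stronger than a set level, cut at about -70% in these data; inconclusive means activity change between two set negative limits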; further: on the % scale 0 is the no-effect control and ±100 the full control effect
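Read-out is FRET at 665 nm (cryptate excitation 337 nm) from a cryptate-tagged anti-cAMP antibody, competed by cell cAMP against cAMP-d2. Compounds are tested on freshly harvested TSHR cells challenged with 4nM TSH (EC80) for 2 hours at 37 deg C.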
Giardia kill: Giardia lamblia killing; Giardia lamblia trophozoite viability; activity change, % at 7.66 µM, hits read low; 340,000 tested, 0.15% active; in the data active means activity change below about -80%; inconclusive means between about -30% and that limit;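 further: parasites exposed to compound for two days anaerobically before the ATP read; on the % scale 0 is the no-effect control and ±100 the full control effect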
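Trophozoites 100 cells/well + cpd; 48 hrs, 37 deg C, anaerobic. ATPLite 1-Step added, 15-30 min RT, luminescence read (ATP-based viability).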
Chronic BCR inh: blocks chronic active B-cell receptor signaling | 340,000 tested, 0.05% active | ABC-DLBCL IkBa-CBG/CBR reporter, luminescence ratio, 4 h | Potency, µM (doses to about 46.1 µM), inactives show top-dose ratio change, negative = lower green/red ratio, actives largely listed as inhibitors | AID 493014; active means well fitted inhibition curve with a large enough effect in the signal ratio, with a control signal flat, not every such curve was filed as active; inconclusive means small, poorly fitted or top-dose-only effect, or effect the other way, or a change in a side signal; the % refers to the signal ratio;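 further: potency means the concentration at half of the fitted maximal effect; plate controls were basal doxycycline-induced cells for no effect and cells given 10 µM MG132 for full effect; MG132 reads +100%, hits lower the ratio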
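TMD8 human ABC-DLBCL cells with doxycycline-inducible IκBα–green luciferase fusion and unfused red luciferase, in 0.5% FBS medium; compounds up to 46 uM, 4 h at 37C. Green/red luminescence ratio, filter-overlap corrected, fitted to concentration-response curves.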
Tb PFK inh: T. brucei PFK enzyme inhibition | O15648 | T. brucei PFK, ADP-Glo luminescence | Potency, µM (series often up to 57.5 µM), for inactives: at the top dose activity, negative = inhibition, usual class: inhibitors | 330,000 tested, 0.17% active | AID 485367;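 further: potency means the concentration at half of the fitted maximal effect; 0% = uninhibited 1x PFK enzyme wells and -100% = no-enzyme wells; nearly all actives have a fitted effect of over 60% in size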
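In TEA buffer at pH 8.0 with 5 mM MgCl2, enzyme (1.25 nM) converted F6P (0.5 mM) and ATP (0.1 mM) for 45 min at room temperature. ADP product was read by luciferase luminescence.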
hERG WT inh: inhibitors of human wildtype KCNH2 potassium channel; Q12809; U2OS, BacMam KCNH2, thallium flux FluxOr; active compounds read low; activity change, % at 1.84 µM; 340,000 tested, 0.37% active; AID 720551;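 active means maximum activity change below -70%; inconclusive means maximum activity change between -70% and -50%; inactive means maximum activity change above -50%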; further: on the % scale 0 is the no-effect control and ±100 the full control effect
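U2OS cells transduced with wild-type KCNH2 virus are loaded with FluxOr dye for 45 min, and thallium flux is measured in kinetic reads before and after stimulation buffer. Rate constants are normalized to DMSO controls.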
GALK inhibitor: blocks human galactokinase activity | AID 1868 | P51570 | 270,000 tested, 0.007% active | Potency, µM (highest dose often 57.5 µM), inactives show at the top dose activity change, negative = inhibition, most hits filed as inhibitors | Purified GALK, Kinase-Glo residual ATP luminescence; further: potency means the concentration at half of the fitted maximal effect; on the % scale 0 is the no-effect control and ±100 the full control effect
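Human GALK (5 nM) with 35 uM ATP and 100 uM galactose in 20 mM HEPES pH 8.0, 5 mM MgCl2, 60 mM NaCl, 1 mM DTT, 0.01% BSA. After 1 h at room temperature, leftover ATP was read by Kinase-Glo Plus luminescence.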
FBPA coupling cs: coupling enzyme interference in Giardia aldolase counter-screen; 290,000 tested, 0.67% active; activity change, negative = inhibition, % at 58.2 µM, hits read low; AID 2472; coupling enzyme system counterscreen, AmpLite Red fluorescence; in the data active means activity change below about -30%; further: on the % scale 0 is the no-effect control and ±100 the full control effect
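Coupling enzymes only (glyceraldehyde-3-phosphate) + compound, at 57.5 uM final, 10 min RT; add substrate/coupling/AmpLite Red mix, 20 min RT; fluorescence ex 525/em 598 nm. Actives flag coupling-system interference.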
TCR act: activates T cell receptor signaling. 330,000 tested, under 10 active. primary human leukocytes, anti-CD3, IL-2 HTRF, 48 h. Potency, µM (doses to about 9.22 µM), without a hit: at the top dose activation of IL-2 secretion, usual class: activators; further: % of control where 0% means no effect
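Primary human leukocytes incubated 48 hr with anti-CD3 beads plus compound, without co-stimulation. Secreted IL-2 measured by HTRF (europium cryptate/d2 anti-IL-2 pair, 320 nm excitation, 665 nm emission).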
MLL CXXC-DNA inh: blocks binding of human MLL CXXC domain to DNA | Q03164 | MLL-CXXC / FITC-HOXA9 DNA fluorescence polarization | Potency, µM (titrated, usually from 115 µM), for inactives: at the top dose activity change, negative = inhibition, hits mostly inhibitors | 290,000 tested, 0.037% active | AID 2662; active means well fitted inhibition curve with a large enough effect in the polarisation, with a control signal flat, not every such curve was filed as active; inconclusive means small, poorly fitted or top-dose-only effect, or effect the other way, or a change in a side signal; inactive means no such curve, though single readings can be large or run the other way; the % refers to the polarisation; further: potency means the concentration at half of the fitted maximal effect
Target sequence (Q03164 whole entry, looked up, the tested form may be a part): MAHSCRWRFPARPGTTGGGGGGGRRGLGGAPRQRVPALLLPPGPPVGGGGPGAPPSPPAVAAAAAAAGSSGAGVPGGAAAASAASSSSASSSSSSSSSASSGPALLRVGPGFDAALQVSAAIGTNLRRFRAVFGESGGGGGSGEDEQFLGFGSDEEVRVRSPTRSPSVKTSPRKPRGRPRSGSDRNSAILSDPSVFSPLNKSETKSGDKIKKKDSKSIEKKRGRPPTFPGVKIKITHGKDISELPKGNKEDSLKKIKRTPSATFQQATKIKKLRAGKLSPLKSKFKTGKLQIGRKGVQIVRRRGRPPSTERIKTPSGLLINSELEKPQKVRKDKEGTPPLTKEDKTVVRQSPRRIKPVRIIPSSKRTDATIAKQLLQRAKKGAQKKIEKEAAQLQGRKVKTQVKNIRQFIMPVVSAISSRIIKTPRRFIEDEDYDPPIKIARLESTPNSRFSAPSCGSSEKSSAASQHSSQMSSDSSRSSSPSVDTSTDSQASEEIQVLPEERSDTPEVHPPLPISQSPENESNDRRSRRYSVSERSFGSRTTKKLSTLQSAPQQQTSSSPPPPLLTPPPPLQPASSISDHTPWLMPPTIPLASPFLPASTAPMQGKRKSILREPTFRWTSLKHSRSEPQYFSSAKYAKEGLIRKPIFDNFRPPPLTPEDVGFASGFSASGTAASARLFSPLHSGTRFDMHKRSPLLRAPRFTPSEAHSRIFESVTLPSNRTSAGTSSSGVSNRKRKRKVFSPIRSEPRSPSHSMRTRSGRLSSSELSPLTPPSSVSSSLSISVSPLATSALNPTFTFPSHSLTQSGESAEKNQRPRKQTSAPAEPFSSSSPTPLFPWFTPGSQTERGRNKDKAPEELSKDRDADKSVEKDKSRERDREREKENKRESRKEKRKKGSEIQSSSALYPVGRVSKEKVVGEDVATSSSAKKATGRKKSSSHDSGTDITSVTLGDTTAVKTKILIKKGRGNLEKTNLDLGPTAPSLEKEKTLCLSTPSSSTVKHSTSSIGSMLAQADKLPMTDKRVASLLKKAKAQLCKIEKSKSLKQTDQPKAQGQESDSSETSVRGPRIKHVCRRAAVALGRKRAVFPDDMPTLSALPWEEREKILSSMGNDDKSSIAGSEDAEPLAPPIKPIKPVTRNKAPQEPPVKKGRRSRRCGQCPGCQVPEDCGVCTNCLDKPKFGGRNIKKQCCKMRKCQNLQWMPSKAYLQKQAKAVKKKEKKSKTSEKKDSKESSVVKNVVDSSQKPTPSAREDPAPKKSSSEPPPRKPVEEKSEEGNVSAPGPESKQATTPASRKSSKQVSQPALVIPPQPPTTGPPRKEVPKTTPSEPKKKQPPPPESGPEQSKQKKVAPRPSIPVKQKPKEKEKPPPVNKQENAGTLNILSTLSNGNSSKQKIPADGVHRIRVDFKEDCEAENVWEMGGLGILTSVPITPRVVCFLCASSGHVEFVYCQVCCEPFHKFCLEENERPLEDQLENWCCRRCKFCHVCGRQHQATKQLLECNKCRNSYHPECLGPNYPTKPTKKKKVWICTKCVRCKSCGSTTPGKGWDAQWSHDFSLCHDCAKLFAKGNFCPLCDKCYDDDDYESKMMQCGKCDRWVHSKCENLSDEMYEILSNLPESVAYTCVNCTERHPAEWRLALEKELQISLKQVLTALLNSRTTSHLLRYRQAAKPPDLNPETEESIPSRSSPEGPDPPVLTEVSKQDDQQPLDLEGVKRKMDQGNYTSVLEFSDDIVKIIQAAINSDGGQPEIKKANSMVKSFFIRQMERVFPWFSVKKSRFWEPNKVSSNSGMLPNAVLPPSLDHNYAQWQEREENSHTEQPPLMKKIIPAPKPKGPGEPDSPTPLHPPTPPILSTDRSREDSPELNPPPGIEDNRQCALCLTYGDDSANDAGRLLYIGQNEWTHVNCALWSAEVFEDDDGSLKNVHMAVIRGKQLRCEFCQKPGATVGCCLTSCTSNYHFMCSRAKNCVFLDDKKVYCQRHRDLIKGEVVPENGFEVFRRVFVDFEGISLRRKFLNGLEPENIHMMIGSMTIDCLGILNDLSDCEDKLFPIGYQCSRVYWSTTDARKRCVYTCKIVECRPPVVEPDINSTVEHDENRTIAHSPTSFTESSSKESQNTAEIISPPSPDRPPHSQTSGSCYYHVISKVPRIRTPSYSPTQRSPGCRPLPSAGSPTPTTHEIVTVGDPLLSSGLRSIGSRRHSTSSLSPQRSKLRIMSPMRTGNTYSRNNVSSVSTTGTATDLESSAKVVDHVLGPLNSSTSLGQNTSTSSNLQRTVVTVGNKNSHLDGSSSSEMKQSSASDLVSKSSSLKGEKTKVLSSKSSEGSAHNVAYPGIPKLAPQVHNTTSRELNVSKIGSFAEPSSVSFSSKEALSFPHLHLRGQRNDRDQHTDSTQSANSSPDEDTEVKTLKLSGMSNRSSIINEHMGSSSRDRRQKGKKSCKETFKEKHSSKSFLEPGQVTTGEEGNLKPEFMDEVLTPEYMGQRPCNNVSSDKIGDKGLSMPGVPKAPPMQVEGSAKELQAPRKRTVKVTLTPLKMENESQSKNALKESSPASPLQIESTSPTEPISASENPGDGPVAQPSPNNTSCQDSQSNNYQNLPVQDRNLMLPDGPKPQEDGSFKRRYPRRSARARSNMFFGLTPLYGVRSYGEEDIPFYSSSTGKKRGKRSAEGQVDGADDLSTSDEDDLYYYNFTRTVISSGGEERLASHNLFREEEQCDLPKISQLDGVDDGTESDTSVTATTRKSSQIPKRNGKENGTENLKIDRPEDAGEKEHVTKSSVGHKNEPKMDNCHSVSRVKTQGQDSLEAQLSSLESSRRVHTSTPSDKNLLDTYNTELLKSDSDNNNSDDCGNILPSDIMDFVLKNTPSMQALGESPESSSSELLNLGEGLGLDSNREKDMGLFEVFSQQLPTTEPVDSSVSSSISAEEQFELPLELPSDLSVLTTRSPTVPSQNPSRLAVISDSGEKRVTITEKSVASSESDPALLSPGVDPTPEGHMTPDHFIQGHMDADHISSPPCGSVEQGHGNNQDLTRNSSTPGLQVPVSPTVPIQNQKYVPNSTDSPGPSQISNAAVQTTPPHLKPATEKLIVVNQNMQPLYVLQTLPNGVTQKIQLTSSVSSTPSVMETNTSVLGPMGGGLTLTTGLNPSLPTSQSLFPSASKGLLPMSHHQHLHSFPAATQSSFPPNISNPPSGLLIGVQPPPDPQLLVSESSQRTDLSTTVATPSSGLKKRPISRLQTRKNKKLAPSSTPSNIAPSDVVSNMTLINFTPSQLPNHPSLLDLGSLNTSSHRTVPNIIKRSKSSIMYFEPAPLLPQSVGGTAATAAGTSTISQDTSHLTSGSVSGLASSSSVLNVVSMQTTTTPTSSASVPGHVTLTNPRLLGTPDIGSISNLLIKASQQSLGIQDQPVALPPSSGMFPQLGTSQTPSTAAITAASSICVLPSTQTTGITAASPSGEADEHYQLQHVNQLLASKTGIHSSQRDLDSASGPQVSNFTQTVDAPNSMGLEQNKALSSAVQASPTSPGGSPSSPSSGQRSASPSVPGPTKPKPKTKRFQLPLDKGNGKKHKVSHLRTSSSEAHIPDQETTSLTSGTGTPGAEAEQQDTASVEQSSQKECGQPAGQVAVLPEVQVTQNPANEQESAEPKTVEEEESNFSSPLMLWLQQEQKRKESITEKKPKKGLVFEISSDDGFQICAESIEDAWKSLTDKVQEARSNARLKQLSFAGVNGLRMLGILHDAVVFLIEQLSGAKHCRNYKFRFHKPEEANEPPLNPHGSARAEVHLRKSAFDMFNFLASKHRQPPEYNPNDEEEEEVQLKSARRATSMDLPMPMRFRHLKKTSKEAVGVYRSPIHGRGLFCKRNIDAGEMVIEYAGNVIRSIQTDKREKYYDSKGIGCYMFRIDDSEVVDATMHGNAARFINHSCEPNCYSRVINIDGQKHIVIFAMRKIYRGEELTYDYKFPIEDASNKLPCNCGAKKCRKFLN
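Purified MLL-CXXC (added from a 7 uM solution) was preincubated 5 min at ambient with pinned compounds in 50 mM Tris-HCl pH 7.5, 50 mM NaCl, 1 mM DTT, 0.05% BSA. Fluorescein-labeled HOX-A9 DNA (50 nM solution) followed, 30 min, then polarization read.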
AT treatment: potential ataxia-telangiectasia treatments restoring KAP-1 phosphorylation; […] A-T fibroblasts, KAP-1 phosphorylation AlphaLISA; neocarzinostatin DNA damage 30 min before lysis; Potency, µM (doses to about 57.5 µM), for the others: top-dose activation, hits mostly activators; 320,000 tested, 0.19% active; AID 485349; further: potency means the concentration at half of the fitted maximal effect; % of control where 0% means no effect; nearly all actives have a fitted effect of over 45% in size
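ATM-like activity read as KAP-1 phosphorylation via AlphaLISA donor/acceptor antibody pairs after lysis and 6 hr at 25C. Cells were ATM-null patient fibroblasts ([…], hTERT), dosed 60 min, then exposed to the DSB inducer NCS for 30 min.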
* = called active by the depositor; ? = inconclusive; · = not tested or not shown; [ ] = another dose, or the depositor's remark. Unless noted, the call rests on the fitted dose curve; in most records, active means well fitted curve in the direction sought with a large enough effect; inconclusive means small, poorly fitted or top-dose-only effect, or another doubt; inactive means no such curve, though single readings can be large; an effect the other way counts as inactive or inconclusive.

SMILES,TSHR antag,Giardia kill,Chronic BCR inh,Tb PFK inh,hERG WT inh,GALK inhibitor,FBPA coupling cs,TCR act,MLL CXXC-DNA inh,AT treatment
Cc1ccc(S(=O)(=O)N(C)C)cc1NC(=O)CN1C(=O)NC(Cc2c[nH]c3ccccc23)C1=O (stereo not given),4.5,4.8,?,-0.3%,15.2,·,2.9,-1.3%,3.4%,5.4%
O=C(Nc1nccs1)c1ccc(COc2ccc(F)cc2)o1,-3.0,5.6,0.0%,-2.2%,11.8,0.2%,1.3,·,-1.3%,-6.4%
Cc1onc(-c2c(F)cccc2Cl)c1C(=O)N=C(N)N1CC(C)OC(C)C1 (stereo not given),5.6,-6.8,15.0%,-5.1%,-2.0,4.7%,3.4,1.4%,-9.5%,-2.9%
O=C1C=C(c2cccc(Br)c2)C[C@@H](c2ccc(F)cc2)C1,-6.8,-12.7,14.1%,3.4%,2.4,·,·,-10.2%,·,2.0%
CCCCOC(=O)c1ccc(NC(=O)C(CCS(C)(=O)=O)NC(C)=O)cc1 (stereo not given),22.8,-2.9,-15.8%,3.5%,2.2,-2.3%,0.1,0.1%,-0.4%,1.3%
O=C(c1cc2ccccc2oc1=O)N1CCN(c2ccccn2)CC1,7.6,-9.4,1.9%,-9.4%,3.4,-1.1%,1.2,5.5%,3.4%,-3.1%
COc1ccccc1NS(=O)(=O)c1ccc(NN=C2CCCC2)c([N+](=O)[O-])c1,-25.3,1.1,?,-1.8%,0.6,2.5%,1.6,14.4%[46.1 µM],3.2%,-7.5%
O=C(Cc1ccc(S(=O)(=O)N2CCCC2)s1)N1CCN(c2ccccc2)CC1,-3.7,2.2,-0.1%,-19.4%,-5.2,13.0%,5.7,-4.7%,-3.5%,1.9%
CCN1C(=O)[C@H]2[C@@H](c3ccc(-c4ccc(OC)cc4)c(OC)c3)N[C@@](C)(C(=O)OC)[C@H]2C1=O,9.4,2.2,14.1%,4.1%,8.8,·,·,-1.8%,·,3.0%
O=C(N/N=C/c1ccco1)Nc1ccccc1,12.7,5.7,?,3.7%,-4.4,3.2%,-2.1,0.3%[46.1 µM],7.4%,0.2%
Cc1ccc(S(=O)(=O)NC(=NC(C)C(=O)O)c2ccccc2)cc1 (stereo not given),3.5,7.3,0.7%,-2.5%,·,-1.0%,-1.2,-4.2%,-5.6%,-0.7%
C/C=C(\C)CN1CCCC(CO)(Cc2ccccc2)C1 (stereo not given),-1.4,19.3,-0.2%,-1.5%,10.0,-2.0%,2.3,-7.6%,-1.6%,-5.5%[11.5 µM]
O=C(/C=C/c1ccc(Cl)cc1)NCCc1ccccc1,-17.0,-14.9,?,-0.6%,-2.8,0.7%,6.7,-3.4%[46.1 µM],-6.7%,6.0%
N/C(=N\OC(=O)C12CC3CC(CC(C3)C1)C2)c1cccnc1,-3.0,-11.1,4.0%,2.3%,-14.8,-4.0%,-1.2,-2.9%,3.0%,0.7%
O=c1c(-c2nc3ccccc3o2)c2oc3ccccc3n2c2ccccc12,-13.8,·,?,-0.9%,·,-1.7%,3.5,·,26.3%,-1.3%
CCOC(=O)N1CCC(NC(=O)CSc2cc(=O)n(C)c3ccccc23)CC1,7.9,-10.0,-15.8%,1.0%,-8.5,1.3%,0.0,11.0%,4.9%,0.5%
CC1=C(C(=O)OCc2ccccc2)N2C(=O)[C@@H](NC(=O)COc3ccccc3)[C@H]2SC1,-6.8,-19.5,2.7%,-5.0%,7.2,·,-0.9,-5.1%,3.6%,-4.8%
Cc1csc(NC(=O)c2ccc(Br)s2)n1,-7.2,-26.2,?,5.2%,3.6,-1.1%,-4.0,-0.9%,25.8%,-0.5%
O=C(Nc1nnc(CC2=CCCCC2)s1)Nc1ccccc1F,-1.0,29.6,12.8%,-3.4%,-4.4,1.1%,0.8,3.5%,-22.7%,-9.1%
COc1ccc(CNC(=O)N2CCN(S(=O)(=O)c3ccccc3)CC2)cc1,9.2,-11.8,-3.8%,-1.7%,-6.5,-1.9%,0.6,2.0%,6.6%,0.3%
CCOC(=O)c1c(C)n(C)c2ccc(O)c(CN3CCN(C)CC3)c12,-1.1,-6.4,1.8%,-2.2%,4.4,3.9%,-7.5,-1.2%,10.4%,7.9%
CCN(CC)S(=O)(=O)c1ccc(=O)[nH]c1,3.2,-15.1,4.2%,-0.9%,-6.2,-2.2%,1.4,-5.8%,3.7%,2.1%
O=C(Nc1ccc(F)cc1)C1COc2ccccc2O1 (stereo not given),-6.3,-19.1,-2.7%,-6.6%,6.2,-0.9%,-1.1,0.1%,12.6%,4.4%
O=C(c1ccccc1)c1cccc[n+]1[O-],-11.0,9.3,-0.5%,0.6%,0.9,3.8%,-0.3,·,6.9%,-3.6%
Cc1ccccc1OCC(=O)NNC(=S)NC(=O)c1ccccc1[N+](=O)[O-],5.6,8.9,?,0.5%,-2.1,0.3%,4.5,-1.8%[46.1 µM],-12.8%,0.4%
Cc1ccc(C(=O)NC2CCS(=O)(=O)C2)cc1S(=O)(=O)N1CCOCC1 (stereo not given),-6.9,-28.3,2.8%,9.4%,-2.2,-2.6%,2.3,7.8%,2.6%,-1.7%
COc1ccc(-c2nn(-c3ccccc3)cc2CNCCN2CCOC2=O)c(F)c1,-2.9,14.8,-1.9%,4.5%,14.1,-0.2%,1.6,1.5%,-11.8%,-2.2%
CCOc1ccc(S(=O)(=O)N2CCN(C(=O)c3cc4c(s3)CCCC4)CC2)cc1,1.8,2.5,-3.3%,0.8%,-6.2,1.0%,0.9,0.5%,-6.6%,2.5%
CCOC(=O)C(CC)Sc1ncnc2nc[nH]c12 (stereo not given),-7.3,6.0,-1.9%,1.6%,-0.3,-4.1%,-0.4,0.7%[46.1 µM],11.5%,-1.4%
CCOC(=O)C1CCCN(c2c(NCCc3ccc(C)cc3)c(=O)c2=O)C1 (stereo not given),-5.3,?,-1.0%,1.0%,-4.3,1.1%,-0.8,4.0%,0.6%,2.7%
CCC(C)NC(=O)CN1C(=O)CC(C)(C)S(=O)(=O)c2ccccc21 (stereo not given),-4.7,1.4,3.7%,-1.3%,-0.7,0.2%,2.1,5.4%,-7.2%,-4.7%
CC1(C)N=C(c2ccccc2)C(=O)N1,26.8,-1.9,-4.9%,1.8%,-3.8,0.9%,1.6,-8.0%,8.6%,0.7%
CCN1CC(CN(C)Cc2nc(Cc3ccccc3)no2)CC1=O (stereo not given),20.2,3.1,1.2%,0.4%,-2.1,0.6%,0.7,6.0%,-13.2%,-1.5%
COc1cc(-c2nnc(-c3ccco3)o2)ccc1OCc1ccccc1,-14.5,4.8,17.9%,8.3%,-12.7,-1.2%,1.4,3.0%[46.1 µM],-4.6%,6.5%
Cc1ccc(C2=NN(C(=O)c3ccco3)C(O)(C(F)(F)F)C2)cc1 (stereo not given),-3.8,24.0,?,6.6%,-0.9,0.4%,-2.1,3.2%,-10.2%,-2.2%
COc1ccc(-c2nc(CS(=O)CC(=O)NCCCN3CCCC(C)C3)c(C)o2)cc1OC (stereo not given),-3.8,4.4,-18.6%,0.2%,-1.0,0.7%,·,3.7%,-0.8%,-4.5%
COc1ccc(-c2cc(C(=O)N3CCc4ccccc4C3)no2)cc1OC,10.6,-10.4,?,3.2%,25.2,0.0%,1.7,-1.3%,-8.2%,5.7%
Cc1cc(=O)[nH]c(SCC(=O)Nc2nnc(SCc3ccccc3)s2)n1,-22.7,0.0,?,-2.2%,-2.8,-2.0%,11.6,-2.0%,-3.6%,-2.1%
CC1CCCC(NC(=O)C2CCC(CNc3c(N4CCCCC4)c(=O)c3=O)CC2)C1C (stereo not given),-6.0,8.3,-1.6%,1.1%,5.5,4.4%,3.4,4.1%,-8.0%,3.4%
CCCCS(=O)(=O)N1CCCC(C(=O)Nc2ccc3c(c2)CCC3)C1 (stereo not given),-4.8,15.4,?,2.3%,-6.9,-0.8%,·,-3.6%,9.5%,10.7%
Brc1cccc(-c2nnc(SCc3nc4ccccc4[nH]3)o2)c1,1.4,-16.9,?,1.2%,-10.1,-1.1%,-8.2,2.9%,-3.5%,-3.2%
COc1cccc2cc(C(=O)N3CCN(C(=O)c4ccccc4)CC3)c(=O)oc12,17.7,3.4,2.4%,3.1%,5.2,0.4%,3.6,5.8%[46.1 µM],0.8%,-4.2%
O=c1c(-c2ccc([N+](=O)[O-])cc2)coc2c(O)c(O)ccc12,-2.9,-0.8,6.3%,-18.3%,-1.2,·,-5.8,-0.2%,1.5%,-15.2%
COc1ccccc1CNC(=O)CN(C)CC(=O)Nc1ccccc1Br,-5.9,7.4,8.9%,3.9%,0.1,·,·,1.3%,·,0.6%

Not a hit list. About 1.6% of those tested had a hit in this group.
